Compound activity from PubChem.
ROMK primary: human ROMK K+ channel modulation, primary screen; 130,000 compounds, 2% hits; P48048; Tet-inducible ROMK, thallium flux fluorescence; actives lie on both sides; AID 1918; B-score at 10 µM;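 active means signal ratio slope over the read window, or its plate-corrected B-score, at least 3 SD from the plate mean, either direction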;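 further: B-score of the F/F0 ratio slope over 7 to 12 s after thallium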
Target sequence (P48048 whole entry, looked up): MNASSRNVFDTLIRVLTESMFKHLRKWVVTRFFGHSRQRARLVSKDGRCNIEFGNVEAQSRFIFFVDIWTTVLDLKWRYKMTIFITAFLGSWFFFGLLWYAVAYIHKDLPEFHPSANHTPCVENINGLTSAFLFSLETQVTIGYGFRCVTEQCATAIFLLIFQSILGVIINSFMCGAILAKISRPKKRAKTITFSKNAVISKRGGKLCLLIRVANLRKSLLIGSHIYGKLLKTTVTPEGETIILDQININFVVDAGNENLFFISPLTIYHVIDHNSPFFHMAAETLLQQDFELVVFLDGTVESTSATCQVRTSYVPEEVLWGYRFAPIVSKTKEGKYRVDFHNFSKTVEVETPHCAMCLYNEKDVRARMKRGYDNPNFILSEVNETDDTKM
PPARg SRC2 recr: promotes SRC-2 coactivator recruitment by human PPARgamma; P37231; PPARgamma LBD-SRC-2 recruitment, biochemical; activation, % at 8 µM; 200,000 compounds, 0.34% hits; AID 1032; in the data active means activation above about 22%;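 further: 0% = vehicle and 100% = reference agonist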
Target sequence (P37231 whole entry, looked up, the tested form may be a part): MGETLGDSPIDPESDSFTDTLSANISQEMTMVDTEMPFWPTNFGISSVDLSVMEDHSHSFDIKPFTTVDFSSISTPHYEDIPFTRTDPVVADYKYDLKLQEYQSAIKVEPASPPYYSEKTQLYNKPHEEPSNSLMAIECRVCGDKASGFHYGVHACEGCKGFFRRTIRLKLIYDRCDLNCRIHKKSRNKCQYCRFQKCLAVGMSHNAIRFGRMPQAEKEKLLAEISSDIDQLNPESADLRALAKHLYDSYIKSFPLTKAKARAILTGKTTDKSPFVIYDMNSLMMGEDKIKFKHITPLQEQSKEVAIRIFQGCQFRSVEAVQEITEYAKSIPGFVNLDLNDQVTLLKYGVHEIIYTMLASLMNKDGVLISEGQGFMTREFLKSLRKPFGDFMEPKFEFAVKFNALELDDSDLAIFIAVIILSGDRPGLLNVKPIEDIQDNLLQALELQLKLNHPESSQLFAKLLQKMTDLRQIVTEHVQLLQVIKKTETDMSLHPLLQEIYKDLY
S1P3 antagonist: blocks the human S1P3 receptor; Q99500; inhibition, % at 4.98 µM; AID 485; CHO S1P3 NFAT-BLA reporter, FRET fluorescence, antagonist mode; 170,000 compounds, 0.27% hits;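 active means inhibition above the plate cutoff, the mean inhibition of test wells on that plate plus 3 SD, cut at about 28% in these data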;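 further: cells challenged with S1P at its EC80 of 0.8 µM; blue over green emission ratio from cleaved BLA substrate after 4 h stimulation; 0% = S1P-stimulated wells and 100% = unstimulated DMSO-only wells; some compounds past the cut are filed as inactive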
G6PDH counter: L. mesenteroides G6PDH inhibition counter-screen. Purified L. mesenteroides G6PDH, diaphorase/resazurin coupled fluorescence, 45 min. AID 1020. 200,000 compounds, 0.12% hits. inhibition, % at 5 µM; in the data active means inhibition above about 50%
Diaphorase act: counter-screen for diaphorase-based assays: diaphorase activators and chemical reducers; Diaphorase/resazurin coupled assay, resorufin fluorescence, 16 min; active compounds read high; 1 = vehicle wells, 0 = NADH-free wells; activation factor at 20 µM; 190,000 compounds, 0.005% hits;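 active means diaphorase activity raised at least twofold by the compound at 20 µM; inactive means activation factor below 2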
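Material: purified diaphorase enzyme from Clostridium kluyveri / Medium: HEPES pH 7.4 buffer with MgCl2 and Tween 20 / Schedule: enzyme reaction of 16 min at room temperature / Measured by: resorufin fluorescence, excitation 544 nm, emission 590 nm / Evaluation: rise in resorufin formation, marking diaphorase activation or chemical reduction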
PPARg SRC3 recr: PPARgamma-driven SRC-3 recruitment agonism; biochemical PPARgamma/SRC-3 coactivator recruitment assay; activation, % at 8 µM; P37231; AID 731; 200,000 compounds, 0.26% hits; in the data active means activation above about 23%;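 further: 0% = DMSO and 100% = reference agonist; some compounds past the cut are filed as inactive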
PPARg SRC1 recr: PPARgamma-driven SRC-1 recruitment agonism; 200,000 compounds, 0.41% hits; PPARgamma-SRC-1 coactivator recruitment biochemical assay; P37231; activation, % at 8 µM; in the data active means activation above about 19%;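 further: 0% = DMSO and 100% = reference agonist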
PMI act hi M6P: increases human PMI activity with near-saturating mannose 6-phosphate; P34949; coupled PMI enzyme assay, resazurin fluorescence, 20 min; active compounds read high; 1 = untreated enzyme, 0 = substrate-free blank; activation factor at 20 µM; 190,000 compounds, 0.34% hits; AID 1216;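 active means activation factor of 2 or more at 20 µM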
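Test system – human PMI in coupled enzyme assay · Timing – 20 min incubation at room temperature · Detection – Diaphorase-driven resazurin-to-resorufin fluorescence, excitation 544, emission 590 nm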
Diaphorase inh: counter-screen for diaphorase-based assays: diaphorase inhibitors and chemical oxidizers; diaphorase resazurin-to-resorufin fluorescence, NADH, 16 min; bacterial (C. kluyveri) enzyme, not human; inhibition, % at 20 µM; 190,000 compounds, 0.69% hits;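 active means primary screen inhibition at 20 µM above a set limit, cut at about 50% in these data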;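 further: plate controls were DMSO with full reaction for no effect and wells lacking NADH for full effect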
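Test system: bacterial diaphorase enzyme (C. kluyveri); Quantity: 0.14 U/mL diaphorase, enzyme working solution; Times: reaction incubation of 16 min at room temperature; Measured by: fluorescence of resorufin formed from resazurin, Ex 544/Em 590 nm; Benchmarks: positive control minus NADH, DMSO neutral control.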
PMI activator: activators of human phosphomannose isomerase. P34949. purified human PMI, coupled resazurin fluorescence, 20 min; active compounds read high; 1 = vehicle control, 0 substrate-free wells. activation factor at 20 µM. 190,000 compounds, 0.005% hits;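 active means activation factor of 2 or more at 20 µM, relative to plate controls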
SRC2 TRFRET art: counter-screen for PPARgamma SRC-2 recruitment agonists: TR-FRET artefact. active compounds read high. AID 1049. 200,000 compounds, 0.4% hits. TR-FRET ratio at 8 µM; in the data active means TR-FRET ratio above about 2000; further: inactives centre near 1500
Numbers without * were called inactive; / = not tested or not shown.

Start of the data: the first 3 entries as a preview:
SMILES | ROMK primary | PPARg SRC2 recr | S1P3 antagonist | G6PDH counter | Diaphorase act | PPARg SRC3 recr | PPARg SRC1 recr | PMI act hi M6P | Diaphorase inh | PMI activator | SRC2 TRFRET art
COc1cc(/C=C2\SC(=S)N(CC(=O)NC(C)(C)C)C2=O)cc(OC)c1OC | -0.8 | 15 | -17 | 3 | 0.8 | 3 | -2 | 0.9 | 18 | 0.9 | 1842
Cn1c(C(=O)N2CCC(C(N)=O)CC2)cc2c(=O)n(C)c3ccccc3c21 | / | -1 | -38 | 6 | 0.9 | 2 | 1 | 1.1 | 5 | 1.1 | 1625
O=C(COC(=O)c1cc(=O)[nH]c2ccccc12)NC1CCCCCCC1 | -0.15 | -5 | -7 | 2 | 0.9 | 3 | 2 | 1.1 | 8 | 1.1 | 1614

Main list, from the first entry:
SMILES | ROMK primary | PPARg SRC2 recr | S1P3 antagonist | G6PDH counter | Diaphorase act | PPARg SRC3 recr | PPARg SRC1 recr | PMI act hi M6P | Diaphorase inh | PMI activator | SRC2 TRFRET art
COc1cc(/C=C2\SC(=S)N(CC(=O)NC(C)(C)C)C2=O)cc(OC)c1OC | -0.8 | 15 | -17 | 3 | 0.8 | 3 | -2 | 0.9 | 18 | 0.9 | 1842
Cn1c(C(=O)N2CCC(C(N)=O)CC2)cc2c(=O)n(C)c3ccccc3c21 | / | -1 | -38 | 6 | 0.9 | 2 | 1 | 1.1 | 5 | 1.1 | 1625
O=C(COC(=O)c1cc(=O)[nH]c2ccccc12)NC1CCCCCCC1 | -0.15 | -5 | -7 | 2 | 0.9 | 3 | 2 | 1.1 | 8 | 1.1 | 1614
Cc1nc(-c2cccc(NC(=O)c3cccs3)c2)cs1 | -0.89 | 4 | / | 1 | 0.8 | -7 | -6 | 0.9 | 18 | 0.9 | 1570
O=c1c2c(-c3cccs3)csc2ncn1-n1cccc1 | / | -8 | / | 5 | 1 | 12 | -3 | 1 | -4 | 0.9 | 1314
Cc1ccc(Cn2c(SCC(=O)Nc3cc(C)on3)nc3ccccc3c2=O)cc1 | 0.039 | 1 | 17 | -3 | 1 | 5 | 0 | 1 | 2 | 0.9 | 1488
O=C(NCc1ccco1)C1CCN(S(=O)(=O)N2CCOCC2)CC1 | / | -4 | 9 | 1 | 1 | -9 | 3 | 1.1 | 3 | 1 | 1546
O=C1C=C(N(CCO)Cc2ccccc2)c2ccccc2C1=O | -0.71 | 9 | -49 | 54* | 0.8 | 3 | 6 | 0.4 | 21 | 0.6 | 1828
CC1CCCCN1C(=O)CSc1nnc(-c2c[nH]c3ccccc23)o1 (stereo not given) | 0.96 | 10 | -2 | 5 | 0.9 | 7 | 0 | 1 | 14 | 1 | 1873
Cc1ccc(-n2nc(C(=O)c3ccccc3)n3c(=O)cc(-c4ccccc4)nc23)cc1 | 0.36 | 9 | / | -4 | 0.9 | 16 | 8 | 1.1 | 11 | 1.1 | 1702
Cc1cn2c(-c3cccnc3)nnc2s1 | / | -2 | 6 | 5 | 0.9 | -4 | 1 | 0.9 | 8 | 0.9 | 1627
CCN(CC)C(=O)C1CCN(S(=O)(=O)c2ccc(-n3cnnn3)cc2)CC1 | 0.58 | 6 | -18 | 6 | 0.9 | 5 | 1 | 1 | 6 | 1 | 1595
O=C(Nc1nccs1)C1(c2ccc(Cl)cc2)CC1 | -0.87 | 11 | 8 | 8 | 1.1 | 3 | 7 | 1 | -6 | 1 | 1655
O=C(c1ccccc1)c1cc(-c2ccccn2)c(N2CCOCC2)s1 | -0.14 | 5 | / | 0 | 0.9 | 18 | 7 | 0.9 | 14 | 0.9 | 1578
CCNC(=O)CCSc1nnc(-c2ccncc2)o1 | 0.54 | 0 | -13 | 6 | 1 | -6 | 2 | 1 | 0 | 1.1 | 1669
CC(=O)Nc1ccc(S(=O)(=O)N2CCN(Cc3cccc([N+](=O)[O-])c3)CC2)cc1 | -0.92 | 2 | -2 | 6 | 0.7 | 5 | 5 | 1 | 26 | 1 | 1582
Cc1c(Cl)c([N+](=O)[O-])nn1CC(=O)NCc1cccnc1 | 0.65 | -1 | -12 | 7 | 1 | -1 | -10 | 1 | 3 | 1 | 1353
CCOc1ccc(OCc2cccc(C(=O)N3CCCC3)c2)cc1 | / | 3 | 12 | -2 | 0.9 | -6 | 4 | 0.9 | 14 | 0.8 | 1504
CN(/C(=N\S(=O)(=O)c1ccccc1)C(F)(F)F)c1ccccc1 | / | -6 | / | 6 | 0.9 | -4 | -10 | 1 | 8 | 1 | 1545
O=C(OCCN=C1NS(=O)(=O)c2ccccc21)c1ccncc1 | 0.024 | 0 | / | 0 | 0.9 | -9 | -10 | 1 | 13 | 1 | 1405
CCc1nnc(NC(=O)CCNC(=O)c2ccccc2Cl)s1 | 0.0087 | 0 | -9 | 6 | 0.8 | 5 | -5 | 1 | 19 | 1 | 1728
Cc1cc(C)c2c(=O)[nH]n(C3CCCCCC3)c2n1 | -0.36 | 4 | -11 | 8 | 0.9 | -3 | 9 | 0.9 | 9 | 1 | 1640
COc1ccc(CCNC(=O)c2cc(-c3ccc(Cl)c(Cl)c3)oc2C)cc1 | / | 3 | 1 | -14 | 0.9 | 10 | 10 | 0.8 | 10 | 0.8 | 1461
CC(=O)OC[C@H]1O[C@@H](Sc2cccc3cccnc23)[C@H](OC(C)=O)[C@@H](OC(C)=O)[C@H]1OC(C)=O | 0.25 | 5 | 7 | -1 | 0.8 | 4 | 5 | 1 | 16 | 1 | 1645
CC1Cc2ccccc2N1C(=O)CSc1nnc(Cc2ccccc2)n1CCc1ccccc1 (stereo not given) | -3.9* | 4 | / | -2 | 0.8 | -9 | -1 | 1 | 19 | 0.9 | 1608
O=C(Cc1ccccc1)NC1CCN(S(=O)(=O)c2ccc(C(=O)O)cc2)CC1 | / | 2 | / | 14 | 1 | 6 | 4 | 1.2 | -2 | 1.1 | 1599
CC(=O)c1c(C(C)=O)c(C)n(NC(=O)c2ccncc2)c1C | -0.0011 | 4 | / | 10 | 0.9 | -2 | 5 | 1 | 5 | 1.1 | 1667
CN(C)CC(C)(C)CNS(=O)(=O)c1cccc2nsnc12 | -0.82 | 2 | 3 | 1 | 0.8 | -1 | 3 | 1 | 17 | 1 | 1694
CC(C)(O)[C@H](O)COc1c2occc2cc2ccc(=O)oc12 | 0.16 | 5 | -9 | 7 | 0.9 | 3 | 3 | 0.9 | 8 | 1 | 1393
CN1CCN(c2nc(-c3cccnc3)nc3ccccc23)CC1 | -0.76 | -3 | -10 | 12 | 1.2 | -1 | -4 | 1.1 | -23 | 1.1 | 1499
COc1cc(C(=O)NCCCNc2ccc([N+](=O)[O-])cc2)cc(OC)c1OC | -1.1 | -9 | -4 | 4 | 1 | 2 | -5 | 1.1 | -1 | 1.1 | 1460
Nc1c(-c2ccccc2)c(CN2CCOCC2)nn1-c1ccccc1 | 0.044 | 2 | 0 | -5 | 0.9 | 6 | -2 | 1 | 8 | 1 | 1685
NCC(O)(c1ccc(Cl)cc1)c1ccc(Cl)cc1 | -2.8 | -4 | -1 | 2 | 1 | -5 | 4 | 0.9 | -4 | 0.9 | 1369
CCCSc1nsc(NC(=O)CC)n1 | / | 1 | 6 | 9 | 0.7 | 5 | 5 | 0.9 | 30 | 0.9 | 1559
O=C(NCCC1=CCCCC1)c1ccc2c(=O)n3c(nc2c1)CCCCC3 | / | / | 21 | 10 | 0.8 | / | / | 0.9 | 17 | 1 | /
CCCc1nc(SCC(=O)N2c3ccccc3CC2C)c2c(C)c(C)sc2n1 (stereo not given) | -0.35 | -9 | / | -2 | 0.8 | 10 | 2 | 0.9 | 24 | 0.8 | 1436
CCOC(=O)c1sc(NC(=O)C(CC)Sc2nccn2C)nc1C (stereo not given) | / | 13 | -37 | 2 | 0.9 | 0 | 3 | 1 | 12 | 1 | 1577
CCNC(=O)C/C(C)=N/NC(=O)C(=O)Nc1ccc(CC)cc1 | 0.39 | 5 | -1 | 8 | 0.9 | 4 | 9 | 1 | 8 | 1.1 | 1912
CS(=O)(=O)c1ccc2nc(NC(=O)c3ccco3)sc2c1 | / | 8 | -155 | 12 | 0.8 | 10 | 12 | 1 | 22 | 0.9 | 1552
Cc1ccc(/C=C/C(=O)O)cc1S(=O)(=O)N1CCc2ccccc2C1 | 0.48 | 2 | -3 | 2 | 0.9 | 5 | -1 | 1.1 | 9 | 1.1 | 1580
CCN(CC)S(=O)(=O)c1ccc2oc(C(=O)NCc3ccc(F)cc3)c(C)c2c1 | -0.34 | 6 | / | -12 | 0.7 | -1 | -7 | 0.8 | 30 | 0.8 | 1766
Cc1ccc(-n2nnnc2SC(C)C(=O)Nc2ccccc2-c2ccccc2)cc1 (stereo not given) | / | 8 | -6 | -5 | 1 | 3 | 7 | 1 | -1 | 0.9 | 1604
CNC(=O)c1ccccc1NC(=O)c1ccco1 | 0.63 | 7 | / | 22 | 0.9 | 13 | 7 | 0.9 | 9 | 1 | 1511
COc1cccc(-n2nc(C#N)c(Cl)cc2=O)c1 | -3.2 | 1 | -13 | 11 | 0.9 | 1 | 0 | 1.1 | 10 | 1.3 | 1467
O=C(CSc1nnc(Cn2nnc3ccccc32)o1)N(Cc1ccc(Cl)cc1)c1ccccc1 | -0.91 | 6 | / | 0 | 1 | 4 | 1 | 0.9 | 4 | 0.9 | 1592
CCOC(=O)C1=C(C)n2c(s/c(=C/c3cccc([N+](=O)[O-])c3)c2=O)=NC1c1ccc(O)c(OC)c1 (stereo not given) | -0.23 | 7 | / | -7 | 0.7 | 2 | 4 | 0.9 | 31 | 0.9 | 1792
COc1ccc(S(=O)(=O)N(C)CC(=O)N2CCCCC2)cc1Cl | / | 7 | 3 | 2 | 1 | 6 | 0 | 1 | 4 | 1 | 1611
O=C(O)c1sccc1OCc1ccccc1 | 0 | 1 | 9 | 13 | 1 | 1 | 5 | 0.9 | 2 | 1 | 1538
Cc1cc(=O)[nH]c(SCC(=O)NCCOc2ccccc2)n1 | 0.21 | 7 | -5 | 6 | 1 | 2 | 5 | 1 | 3 | 1 | 1548
Cc1ccccc1NC(=O)Nc1nnc(Cc2ccc([N+](=O)[O-])cc2)s1 | -0.15 | -5 | -8 | -4 | 0.9 | 2 | -8 | 1 | 10 | 0.9 | 1475
CCOc1cc(C)ccc1OCc1nnc(SCC(=O)c2cccc([N+](=O)[O-])c2)n1C | -0.0046 | 9 | / | 0 | 0.9 | 0 | 3 | 1 | 10 | 1 | 1454
Cn1c(CN2CCCC2)nc2cc(NC(=O)COc3ccc([N+](=O)[O-])cc3)ccc21 | 0.57 | -3 | 7 | -1 | 1 | -3 | 4 | 0.8 | -4 | 0.9 | 1594

Not a hit list, and some 3.3% of all compounds hit somewhere here.
